Cav32 inh: blocks human Cav3.2 T-type calcium channel; O95180; Cav3.2-expressing cells, Fluo-4 calcium fluorescence FDSS; hits give low values; B-score at 10 µM; 100,000 tested, 4% active;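 active = single-dose well whose peak fluorescence ratio is a statistical outlier from its plate by either plate-standardised score or position-corrected B-score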
Target sequence (O95180 whole entry, looked up): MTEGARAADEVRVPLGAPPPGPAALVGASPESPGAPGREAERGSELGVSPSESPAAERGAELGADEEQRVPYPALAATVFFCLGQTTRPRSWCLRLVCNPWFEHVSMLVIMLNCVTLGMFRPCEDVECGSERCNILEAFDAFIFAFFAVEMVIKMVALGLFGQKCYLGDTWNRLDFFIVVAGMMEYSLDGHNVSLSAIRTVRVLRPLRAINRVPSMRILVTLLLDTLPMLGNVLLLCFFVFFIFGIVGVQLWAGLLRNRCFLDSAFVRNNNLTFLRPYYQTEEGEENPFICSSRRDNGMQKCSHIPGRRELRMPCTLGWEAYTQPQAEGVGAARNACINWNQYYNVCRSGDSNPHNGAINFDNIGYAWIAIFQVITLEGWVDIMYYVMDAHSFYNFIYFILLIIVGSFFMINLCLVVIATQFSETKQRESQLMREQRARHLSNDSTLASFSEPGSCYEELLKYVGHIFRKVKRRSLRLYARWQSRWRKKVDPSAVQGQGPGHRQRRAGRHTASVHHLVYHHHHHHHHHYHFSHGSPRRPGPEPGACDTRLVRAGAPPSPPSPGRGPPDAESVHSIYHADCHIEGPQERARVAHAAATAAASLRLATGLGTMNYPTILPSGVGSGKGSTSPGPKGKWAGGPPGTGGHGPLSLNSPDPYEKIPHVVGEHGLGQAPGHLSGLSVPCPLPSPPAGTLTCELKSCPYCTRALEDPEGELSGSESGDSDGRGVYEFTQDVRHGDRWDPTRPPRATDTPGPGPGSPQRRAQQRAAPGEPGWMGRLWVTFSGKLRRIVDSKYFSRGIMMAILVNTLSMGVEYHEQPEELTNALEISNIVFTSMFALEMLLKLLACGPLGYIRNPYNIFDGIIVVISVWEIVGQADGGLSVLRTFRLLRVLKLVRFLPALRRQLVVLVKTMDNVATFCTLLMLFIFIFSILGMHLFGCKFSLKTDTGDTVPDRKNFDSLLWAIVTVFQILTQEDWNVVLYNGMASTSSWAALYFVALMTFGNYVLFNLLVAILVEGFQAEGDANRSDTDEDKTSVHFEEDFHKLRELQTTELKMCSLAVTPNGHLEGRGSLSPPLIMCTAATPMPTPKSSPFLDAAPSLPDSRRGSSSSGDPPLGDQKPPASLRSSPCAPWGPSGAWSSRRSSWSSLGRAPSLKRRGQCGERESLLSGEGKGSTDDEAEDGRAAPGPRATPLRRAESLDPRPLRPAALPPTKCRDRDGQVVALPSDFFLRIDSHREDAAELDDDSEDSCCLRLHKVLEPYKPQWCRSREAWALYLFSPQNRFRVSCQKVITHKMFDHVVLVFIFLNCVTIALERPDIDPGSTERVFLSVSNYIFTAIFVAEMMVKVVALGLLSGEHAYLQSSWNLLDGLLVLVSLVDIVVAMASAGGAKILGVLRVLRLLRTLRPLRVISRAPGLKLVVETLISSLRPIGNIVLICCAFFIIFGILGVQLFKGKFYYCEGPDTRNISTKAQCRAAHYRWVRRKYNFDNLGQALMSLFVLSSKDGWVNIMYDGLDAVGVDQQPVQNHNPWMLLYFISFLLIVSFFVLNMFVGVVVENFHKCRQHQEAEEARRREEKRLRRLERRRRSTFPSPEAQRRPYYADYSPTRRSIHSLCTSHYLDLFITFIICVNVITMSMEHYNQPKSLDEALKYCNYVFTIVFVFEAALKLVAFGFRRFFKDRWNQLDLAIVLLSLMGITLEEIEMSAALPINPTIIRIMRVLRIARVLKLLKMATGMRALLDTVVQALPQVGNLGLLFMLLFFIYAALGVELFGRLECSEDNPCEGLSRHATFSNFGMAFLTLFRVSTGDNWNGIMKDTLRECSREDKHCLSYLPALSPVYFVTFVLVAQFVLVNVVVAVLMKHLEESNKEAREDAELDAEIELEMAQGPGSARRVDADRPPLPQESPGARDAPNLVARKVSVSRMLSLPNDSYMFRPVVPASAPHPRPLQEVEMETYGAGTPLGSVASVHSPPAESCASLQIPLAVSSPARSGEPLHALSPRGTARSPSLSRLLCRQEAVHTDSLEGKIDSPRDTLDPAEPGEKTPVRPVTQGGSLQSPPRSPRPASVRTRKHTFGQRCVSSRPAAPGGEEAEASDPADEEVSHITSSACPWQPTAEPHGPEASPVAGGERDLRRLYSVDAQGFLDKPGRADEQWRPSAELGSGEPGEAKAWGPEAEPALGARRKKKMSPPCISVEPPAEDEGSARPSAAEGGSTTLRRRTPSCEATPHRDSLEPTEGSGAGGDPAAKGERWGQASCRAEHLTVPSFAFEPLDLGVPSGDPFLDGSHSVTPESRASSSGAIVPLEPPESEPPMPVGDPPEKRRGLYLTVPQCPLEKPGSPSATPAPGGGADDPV
* marks the source's active call; other numbers are inactive results.

SMILES | Cav32 inh
COc1cccc(Nc2nc(-c3cccc(N4C(=O)c5ccccc5C4=O)c3)cs2)c1 | -0.553
COC(=O)c1ccc(C)c(NS(=O)(=O)c2ccc(OC)c(OC)c2)c1 | 0.0939
CN1C(=O)NC(c2ccccc2)C2=C1CN(CCc1ccccc1)C2=O (stereo unspecified) | 1.28
CC(=O)Nc1ccccc1-c1nc2ccccc2nc1OCC(=O)c1ccc2ccccc2c1 | -1.36
CCn1cnc2c1c(=O)n(Cc1nnc3n1-c1ccccc1SC3)c(=O)n2Cc1ccccc1 | 1.4
O=C(O)CC(NC(=O)COc1ccc(Cl)cc1Cl)C(=O)O (stereo unspecified) | 0.154
Cc1ccc(NC(=O)Cn2c(C)cc(C)c(C#N)c2=O)c(Cl)c1 | 0.252
CCOC(=O)c1nnn(-c2nonc2N)c1CSc1ccccc1 | -1.4
CC(C)CCNC(=O)c1c(CSc2ccc(Cl)cc2)noc1C(=O)NCc1ccccc1 | 0.0344
O=C(NC(=S)Nc1ncc(Br)cc1Br)c1cncc(Br)c1 | 0.767
Cc1nc2sc(C(c3ccc(Cl)cc3)N3CCOCC3)c(O)n2n1 (stereo unspecified) | -0.0487
CN(C)S(=O)(=O)N1CCN(C(=O)N2CCCCC2)CC1 | 0.527

Pulled by compound from the entries so far, 3 records:
SMILES | Cav32 inh
CCOC(=O)c1nnn(-c2nonc2N)c1CSc1ccccc1 | -1.4
COC(=O)c1ccc(C)c(NS(=O)(=O)c2ccc(OC)c(OC)c2)c1 | 0.0939
CC(=O)Nc1ccccc1-c1nc2ccccc2nc1OCC(=O)c1ccc2ccccc2c1 | -1.36

Later entries.
SMILES | Cav32 inh
NC(=O)CSc1nnc(C2CC2)n1-c1ccccc1 | -0.162
CCOC(=O)C1Cc2c([nH]c3ccccc23)CN1 (stereo unspecified) | 0.00225
CCOC(=O)Cn1cnc2sc3c(c2c1=O)CCC3 | -3.17
O=C(c1c(F)cccc1F)N1CCN(c2ccccc2F)CC1 | -0.299
[O-][N+]12CCN(CC1)c1ccccc12 | -0.292
OCCCNC(=S)Nc1ccc2nc(-c3ccccn3)c(-c3ccccn3)nc2c1 | 0.741
O=c1cc(-c2ccc(O)c(O)c2)oc2cc(O)cc(O)c12 | 0.827
Cc1ccc2c3c([nH]c2c1C)-c1nonc1CC3 | -2.05
O=C(NCCCN1CCCC1)C1CCC(=O)N1C1CCCCC1 (stereo unspecified) | 0.886
CCCS(=O)(=O)N1CCCC(C(=O)NCCCN(C)c2ccccc2)C1 (stereo unspecified) | 0.586
Cc1ccc(NC(=O)CS(=O)(=O)c2c[nH]c3ccccc23)c(C)c1 | -0.714
CC(Sc1nnc(N)s1)c1ccccc1Cl (stereo unspecified) | 0.573

Taken from above.
CC(Sc1nnc(N)s1)c1ccccc1Cl (stereo unspecified) in Cav32 inh has 0.573
OCCCNC(=S)Nc1ccc2nc(-c3ccccn3)c(-c3ccccn3)nc2c1 in Cav32 inh has 0.741

Next part.
SMILES | Cav32 inh
CC(/C=N/O)Cc1ccc2c(c1)OCO2 (stereo unspecified) | 0.199
Cc1ccc(SCc2cc(-c3ccc(Cl)cc3)on2)cc1 | -0.392
COc1cc2c(cc1OC)C(=O)CC(C)S2 (stereo unspecified) | 0.182
O=C(NCSc1ccnc(SCNC(=O)c2ccccc2)n1)c1ccccc1 | 0.195
CCOc1ccc(Oc2nc(Nc3ccc(C)cc3)nc(N(C)C)n2)nn1 | 0.0363
CC(=O)OC(c1nc2ccccc2c(=O)n1C1CC2(OC1=O)c1ccccc1N1C(=O)C(C)(C)N(O)C12)C(C)C (stereo unspecified) | -0.439
OC[C@@H](O)[C@@H](O[C@H]1O[C@H](CO)[C@@H](O)[C@H](O)[C@H]1O)[C@H](O)[C@@H](O)CO | 0.32
CCCc1cc(=O)n2[nH]cnc2n1 | 1.14
O=C(CSc1ccccn1)c1ccc2c(c1)OCO2 | -0.743
Nn1cc(-c2ccccc2)nc1SCC(=O)N1CCN(S(=O)(=O)c2ccc3ccccc3c2)CC1 | 0.111
O=C(c1cccnc1)N1CCN(Cc2ccc3c(c2)OCO3)CC1 | 1.12
Cc1ccc(S(=O)(=O)NC2(C(F)(F)F)NC(=O)N(C)C2=O)cc1 (stereo unspecified) | 0.384
COCC(C)n1c(C)cc(C(=O)COC(=O)c2c(C)nn(-c3ccccc3)c2C)c1C (stereo unspecified) | -2.31
C=CCNC(=O)c1sc(=S)n(-c2ccc(C(=O)OCC)cc2)c1N | 0.452
O=c1[nH]c(N2CCOCC2)nc2c1CCCC2 | 0.591
CCOC(=O)C1CCN(Cc2ccccc2C(F)(F)F)CC1 | -0.36
COC(=O)Cn1nc(-c2ccccc2)c2ccccc2c1=O | 0.797
CC(=O)Nc1c(C)ccc2nsnc12 | 1.13
C=CCNC(=O)c1onc(CSc2ccc(OC)cc2)c1C(=O)O | 1.15
CCOc1cc(CNc2ccc3cn[nH]c3c2)ccc1OC | -1.66
CCSC1=NC(C)(C)C=C(/C=C/c2ccc(Cl)cc2Cl)N1 | 0.452
O=C(O)c1ccc(COc2ccccc2Cl)cc1 | -0.0344
Cc1nc(NC(CC(C)C)C(=O)O)c2nc(C)oc2n1 (stereo unspecified) | 1.16
CNc1oc(-c2ccco2)nc1C#N | -0.928
CC(C(=O)Nc1ccccc1-c1ccccc1)N1CCCCC1 (stereo unspecified) | 0.424
Cn1c(NC(=O)c2cccc(Cn3cc(Cl)cn3)c2)nc2ccccc21 | -0.2
COc1ccc(/C(O)=C2/C(=O)C(=O)N(CCN(C)C)C2c2ccc(F)cc2)cc1Cl (stereo unspecified) | -0.117
CCOC(=O)C1=C(CN2CCSCC2)NC(=O)NC1c1cc(C)ccc1C (stereo unspecified) | 0.331
CCNC(=O)CN(C1CCCCC1)S(=O)(=O)c1ccc(F)cc1 | 0.0642
CC(C)=CC(=O)Nc1nnc(-c2ccc(F)cc2)s1 | 0.294
C/C(=N\NC(=O)C1COc2ccccc2O1)c1cccs1 (stereo unspecified) | -0.408
COC(=O)c1cc(N2C(=O)C3C(C2=O)C2(C)C=CC3(C)O2)ccc1Cl (stereo unspecified) | 2.08
C=CCn1c(N)c(C(=O)OCCC)c2nc3ccccc3nc21 | 0.422
CC(C)C(=O)NCCn1ccc2ccccc21 | 1.56
CC1(C)C(=O)OC(C(=O)c2ccccc2)C(C)(C)C1=O (stereo unspecified) | 0.0385
COCCNC(=O)CSc1nnc2c(Cl)cc(Cl)cn12 | -0.0943
O=C(COC(=O)c1ccc2c(c1)OCO2)NCc1ccc2c(c1)OCO2 | 0.535
O=C(C1CCN(S(=O)(=O)N2CCOCC2)CC1)N1CCN(c2ccccc2)CC1 | 0.989
COC(=O)c1ccc(CSc2nnc(CNC(=O)c3cccs3)o2)o1 | -0.0181
CC(C)C[C@@H](CN(N=O)[C@@H](Cc1ccccc1)CN(C)N=O)N(CCc1ccccc1)N=O | -0.181
COCC(C)NC(=O)NC(=O)c1ccc(Cl)cc1 (stereo unspecified) | -1.47
CC1(C)CC(=O)C=C(Nc2ccccc2NC(=O)c2cnccn2)C1 | 0.00924
CN1CCN(CCCNC(=O)Cn2nc(-c3ccccc3)ccc2=O)CC1 | 0.693
CSc1nc(N)nc(SCC(=O)c2ccc(C)cc2)c1C#N | -0.24
CC(Oc1cccc2c1OC(C)(C)C2)C(=O)O (stereo unspecified) | 0.343
N#CC1=C(N)N(c2ccccc2)C(c2ccccc2)C1(C#N)C#N (stereo unspecified) | -1.48
Cc1sc2c(c1C)c(=O)n(-c1ccc(F)cc1)c(=O)n2CC(=O)NCc1ccco1 | 0.0235
CCOC(=O)c1cnn(-c2ccccn2)c1N | 0.774
Cc1cc(N/C=C/C(=O)c2cccc3ccccc23)no1 | -1.66
COc1ccc(NC(=O)OC(C)C)cc1 | 0.185
COCC(=O)Nc1cc([N+](=O)[O-])ccc1C | -0.0101
COc1ccc(S(=O)(=O)N2CCN(C(=O)NCc3ccccc3)CC2)cc1 | 0.218
C=C(C)C(=O)OC1(C(F)(F)F)Oc2cc(C)ccc2NC1=O (stereo unspecified) | 0.0259
CCOc1ccc(CNc2ccc3c(c2)ncn3C)cc1 | 0.209
Cn1cc([N+](=O)[O-])c(C(=O)Nc2ccc3c(c2)OCCO3)n1 | 0.353
CCOc1ccc(C(=O)N2CCSC2=S)cc1 | -0.705
O=C(CNC(=O)c1ccco1)NCC(=O)OC(C(=O)c1ccccc1)c1ccc(Cl)cc1 (stereo unspecified) | -0.703
Cc1cc(C)nc(SCCC(=O)N(C)C)n1 | -0.029
COc1cc2c(C(=O)N3CCN(C4CCCCC4)CC3)cn(CC(C)C)c(=O)c2cc1OC | 1.09
CCOC(=O)/C=C(\C)Sc1cc(=O)oc2ccccc12 | -0.0972

Structures listed so far containing a nitro group on carbon (two):
SMILES | Cav32 inh
COCC(=O)Nc1cc([N+](=O)[O-])ccc1C | -0.0101
Cn1cc([N+](=O)[O-])c(C(=O)Nc2ccc3c(c2)OCCO3)n1 | 0.353

(cont.)
SMILES | Cav32 inh
O=C(NCc1ccccc1)C(c1ccc(O)cc1)N(C(=O)Cn1nnc(-c2cccs2)n1)c1ccc2c(c1)OCCO2 (stereo unspecified) | -3.42
COc1ccc(C(=O)Cn2c(Br)nc3c2c(=O)n(C)c(=O)n3C)cc1OC | -0.0347
Nc1nsnc1C(=O)NCCO | 0.0153
CC(C)C[C@H](NC(=O)c1[nH]cnc1C(=O)N[C@@H](C)C(=O)OC(C)(C)C)C(=O)OCc1ccccc1 | -0.248
Nc1ccccc1-c1nc2ccccc2[nH]1 | 0.421
COc1cccc(CN2C(=O)[C@H]3Cc4c([nH]c5ccccc45)C(C)(C)N3C2=O)c1 | -1.38
O=C(Nc1ccn(-c2ccccc2)n1)c1ccc(S(=O)(=O)N2CCCCCC2)cc1 | -1.88*
CCNC(=S)NCCN1CCCCC1 | 1.46
COC(=O)c1cn(NC(=O)c2ccc3c(c2)OCO3)c(=O)c2ccccc12 | 0.762
O=C(O)CC(c1ccccc1)n1cccc1 (stereo unspecified) | 0.00733
CCOC(=O)c1ccc(NC(=O)CC2C(=O)N(c3ccccc3)C(=O)N2CCCOC)cc1 (stereo unspecified) | -0.142
CNC(=O)C1CC(=O)N/C(=N/N=C(\C)c2cccs2)S1 (stereo unspecified) | 0.0655
O=C(C1CCC1)N1CCN(Cc2ccccc2)CC1 | -0.829
O=C(CSc1nnc2n1CCCN2C(=S)Nc1ccc(Cl)cc1)c1ccccc1 | 1.28
Nc1cc(C(=O)N2CCCC2)cc(C(=O)N2CCCC2)c1 | 0.0929
COc1ccc(NC(=O)C2CCC(=O)N2S(=O)(=O)c2ccc(C)cc2)c(OC)c1 (stereo unspecified) | 0.0142
Cc1ccc(C)n1NC(=O)c1ccco1 | -0.111
C(=C\c1cc(/C=C/c2ccccc2)ncn1)/c1ccccc1 | -0.0312
COc1ccc2cc(C)c(SCC(=O)Nc3cc(C)on3)nc2c1 | -0.00934
O=C(CC(=O)N/N=C/c1ccc(Cl)cc1Cl)NCc1ccccc1 | 0.946
Cc1ccc2c(C)[nH]c(=O)cc2c1 | -0.00494
OCCNc1nc2ccc(Cl)cc2[nH]1 | 0.928
CN1C2C=C3C(C#N)=C(N)C(C#N)(C#N)[C@@H](c4ccsc4)[C@@H]3C1CC2 (stereo partly specified) | 1.09
Cc1cccc(OCCC(=O)Nc2ccc(S(=O)(=O)N3CCCC3)cc2)c1 | -2.18
O=C(Cc1c[nH]c2ccccc12)N1CCc2ccccc21 | -2.17
Cc1cccc(N2CCN(C(=O)C(Cc3ccccc3)n3cccc3)CC2)c1C (stereo unspecified) | -4.73*
CNC(=O)Nc1ccc2snnc2c1 | 0.843
CCc1ccc(NC2=NC(C(=O)c3ccccc3)CC(=O)N2)cc1 (stereo unspecified) | 0.412
CC(NC(=O)c1ccccc1Br)c1ccc2c(c1)CCCC2 (stereo unspecified) | -1.72
COc1ccc(CC(=O)Nc2cccc(-c3nnc(-c4cccc(C)c4)o3)c2)cc1OC | -5.53
CC1=CN2C(=NC(=O)CC2(C)C(=O)N(CC(=O)NC2CCCC2)c2ccccc2C)C=C1 (stereo unspecified) | -0.23
CN(C)S(=O)(=O)c1ccc(C(=O)N2CCC(c3nc4ccccc4o3)CC2)cc1 | 2.17
O=C(CCC1COc2ccccc2O1)NCc1ccccc1 (stereo unspecified) | -0.345
COc1ccccc1OC(C)C(=O)O (stereo unspecified) | 1.06
Cn1c(SCC(=O)c2ccc3c(c2)Cc2ccccc2-3)nnc1-c1ccccc1 | 0.592
CC(C)(C)NC(=O)Cn1cnc([N+](=O)[O-])n1 | -1.57

Sorted by SMILES length (highest first): 7 of the compounds above.
SMILES | Cav32 inh
CC1=CN2C(=NC(=O)CC2(C)C(=O)N(CC(=O)NC2CCCC2)c2ccccc2C)C=C1 (stereo unspecified) | -0.23
COc1ccc(CC(=O)Nc2cccc(-c3nnc(-c4cccc(C)c4)o3)c2)cc1OC | -5.53
CN(C)S(=O)(=O)c1ccc(C(=O)N2CCC(c3nc4ccccc4o3)CC2)cc1 | 2.17
Cn1c(SCC(=O)c2ccc3c(c2)Cc2ccccc2-3)nnc1-c1ccccc1 | 0.592
Cc1cccc(N2CCN(C(=O)C(Cc3ccccc3)n3cccc3)CC2)c1C (stereo unspecified) | -4.73*
O=C(CCC1COc2ccccc2O1)NCc1ccccc1 (stereo unspecified) | -0.345
COc1ccccc1OC(C)C(=O)O (stereo unspecified) | 1.06

Continued:
SMILES | Cav32 inh
Cc1cc(C)c(S(=O)(=O)Nc2nnc(C)s2)c(C)c1 | 0.13
CCc1nnc(SCC(=O)Nc2ccc(C(C)=O)cc2)nc1CC | 0.364
CCC1C(O)=C(c2ccccn2)C(=N)N1c1ccccc1 (stereo unspecified) | 0.569
Cc1cc(C)cc(NC(=O)C2CCCN2C(=O)Oc2ccccc2)c1 (stereo unspecified) | -0.185
Cc1ccc(Cn2c(Sc3nccc(C)n3)nc3c2c(=O)[nH]c(=O)n3C)cc1 | 0.528
Cc1c(C(=O)NC2=NCCS2)oc2ccccc12 | 0.392
Cc1sc(NC(=O)C2CCCCC2C(=O)O)c(C(N)=O)c1-c1ccccc1 (stereo unspecified) | 0.718
Cc1[nH]n(-c2ccccc2)c(=O)c1/C=N/Nc1nncc(-c2ccccc2)n1 | -1.59

Source: PubChem BioAssay (Vanderbilt High Throughput Screening Facility)

This is a subset (hit frequency here may not be typical).
